# bCat nuc transl: beta-catenin nuclear translocation modulation; HeLa beta-catenin nuclear translocation, immunofluorescence imaging; nuclear translocation activity, % at 5 µM; 190,000 tested, 0.3% active;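 active = nuclear translocation activity above 50% at 5 µM, with a well cell count of 50 or more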;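 also: per-cell ratio of nuclear to cytoplasmic median beta-catenin stain intensity; plate controls were DMSO negative control for no effect and GSK-3 inhibitor IX positive control for full effect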
#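 Test system: human HeLa cell line; Doses: 5 µM primary, 0.02–20 µM confirmation; Incubation: 24 h compound exposure, 37°C; Detection: beta-catenin immunofluorescence imaging with DAPI; Read-out: beta-catenin nuclear/cytoplasmic ratio, % activation.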
# Dynein transport: blocks dynein driven cargo transport along microtubules; 3617.4 mouse cells, GR-EGFP nuclear translocation imaging; test concentration mostly 20 µM; stimulated with dexamethasone, 1 µM; stronger effect = lower value; z-score, hits read low; 220,000 tested, 0.47% active;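 active = plate z-score of nuclear minus cytoplasmic receptor signal below a set negative limit, without overly bright fluorescence or cell loss, cut at about -3.5 in these data, passing the limit was not always enough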;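 also: z-score of nuclear minus cytoplasmic ring GR-EGFP intensity difference per well; some compounds called inactive have numbers as strong as hits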
#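 Buffer or medium: tet-free, stripped-serum medium; reagent: dexamethasone at 1.0 µM final, 30 min; incubation: 48 h induction, 1 h compound, 30 min dex at 37 °C; measured by: formaldehyde fixation, Hoechst nuclear stain, 10x automated fluorescence imaging; read-out: nuclear-to-cytoplasmic GR-EGFP distribution per well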
# P. falciparum M1AAP: P. falciparum M1AAP inhibitors, biochemical, fluorogenic H-Leu-NHMec substrate, 1536-well (AID 1445); recombinant M1AAP, H-Leu-NHMec fluorogenic kinetic assay; higher % means a stronger effect; inhibition, % at 30 µM, or IC50 in µM where a hit was titrated; 220,000 tested, 0.42% active;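 active = primary inhibition above the hit cutoff, then over 50% inhibition at one or more dose response concentrations, cut at about 23% in these data, passing the limit was not always enough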;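 also: plate controls were DMSO full reaction for no effect and no enzyme background for full effect; strong numbers were not always called active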
# Yfh1-off respiration: mitochondrial function rescue without frataxin homolog – Friedreich's ataxia, plus single-dose screen, dose response (AID 1465). S. cerevisiae Yfh1-off respiration, WST-1 reduction, 72 h; higher fold induction means a stronger effect. one-dose fold induction at 50 µM; EC50 in µM for titrated hits. 220,000 tested, 0.074% active;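 active = fold induction of absorbance versus untreated yeast above a set limit, then at least 30% activation at any dose in follow-up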;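 also: activators that raise dye reduction in frataxin-depleted yeast; strong numbers were not always called active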
# M17LAP inhibition: P. falciparum M17LAP inhibitors, primary screen, biochemical, fluorogenic H-Leu-NHMec substrate, 1536-well (AID 1619). one-dose inhibition, % at 30 µM; IC50 in µM for titrated hits. recombinant M17LAP, H-Leu-NHMec fluorogenic kinetic assay; higher % means a stronger effect. 220,000 tested, 0.38% active;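 active = compound inhibiting the enzyme by more than half at any dose during confirmatory dose-response retesting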;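 also: plate controls were full reaction with DMSO carrier for no effect and no enzyme background for full effect; strong numbers were not always called active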
# T cell HTS: T cell immune modulation candidate. calls only at 7 µM. 2C CD8+ T cell-vesicle binding, flow cytometry; stronger effect = lower value. 330,000 tested, 0.068% active. AID 2052;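 active = response, share of CD8 T cells binding vesicles, and their 90th percentile fluorescence all below set limits, cut at about 80% in these data, passing the limit was not always enough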
#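 Material: murine 2C transgenic CD8+ T lymphocytes / Also added: QL9-peptide-loaded Drosophila micro-vesicles bearing Ld, ICAM-1 and B7-1 / Schedule: binding step 1.5 h, 37 °C, antibody labelling 20 min, ice / Signal: flow cytometry, PE anti-B7-1 (FL2) versus Alexa647 anti-CD8 (FL8), PFA-fixed / Evaluation: percent CD8+ FL2 mean versus row control / Benchmarks: naked versus QL9-loaded vesicles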
# Autophagy HCS: alters autophagy in cells; MEF GFP-LC3 puncta imaging; test concentration mostly 10 µM; calls only at 10 µM (by protocol); 190,000 tested, 0.98% active; AID 463193;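 active = percentage of spot-positive cells more than 3 SD above its plate mean, without a fluorescence outlier flag or 80% toxicity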;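 also: spot-positive cell cutoff set from DMSO-treated cells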
# MT stabilize HCS: microtubule stabilization, imaging screen; % tubulin-high responders, % at 10 µM; 200,000 tested, 0.83% active; HeLa tubulin immunostaining HCS, 24 h; share of cells brighter than vehicle mean+2SD;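 active = plate Z-score above 3 for both tubulin-high and condensed-nucleus cell shares, with cell loss under 80%, at 10 µM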;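 also: anti alpha tubulin signal scored within the nucleus-defined area of each cell; some results filed as inactive read as strong as hits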
# WT yeast gro inh: growth inhibition of WT yeast, mitochondrial fusion screen; inhibition, % at 10 µM; mitochondrial fusion phenotypic screen, WT strain; 190,000 tested, 2.1% active; AID 1362; in the data active = inhibition above about 58%; tested in S. cerevisiae
# WT yeast gro inh mutant strain: second read-out of WT yeast gro inh, no call of its own (marks repeat the call); inhibition, %; mitochondrial fusion phenotypic screen, mutant strain inhibition
# Dynein transport cytoplasmic EGFP: second read-out of Dynein transport, no call of its own (marks repeat the call); z-score; measured here: cytoplasmic GR-EGFP intensity; stronger effect = higher value
# Dynein transport nuclear GR-EGFP: recorded beside Dynein transport, whose call it bears; z-score; measured here: nuclear GR-EGFP intensity;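 lower value marks the stronger effect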
# Dynein transport cell count: second read-out of Dynein transport, no call of its own (marks repeat the call); z-score; measured here: cell count per field
# bCat nuc transl cell count 5 µM: second read-out of bCat nuc transl, no call of its own (marks repeat the call); cell count; measured here: cell count, cytotoxicity flag
# T cell HTS vesicle-bound %: recorded beside T cell HTS, whose call it bears; double positive events, %; measured here: CD8+ vesicle-bound cell fraction;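 binding gate set so that unloaded-vesicle control wells show 10% double positive cells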
# MT stabilize HCS Hoechst-high %: further read-out of MT stabilize HCS, marked with its call; % Hoechst-high responders; measured here: nuclear condensation Hoechst responders;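 share of cells brighter than vehicle mean plus two SD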
# MT stabilize HCS cytotoxicity %: recorded beside MT stabilize HCS, whose call it bears; toxicity, %; measured here: cytotoxicity by cell density;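 0% = mean cell density of plate MIN control wells and 100% = no cells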
# Autophagy HCS cell loss 18 h: second read-out of Autophagy HCS, no call of its own (marks repeat the call); toxicity, %; measured here: cell loss, nuclei count;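 cell loss after 18 h compound exposure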
# Starred values were filed as active, the others as inactive; i = inactive; / = not tested or not shown; + = active, no number.
SMILES,bCat nuc transl,bCat nuc transl cell count 5 µM,Dynein transport,Dynein transport cytoplasmic EGFP,Dynein transport nuclear GR-EGFP,Dynein transport cell count,P. falciparum M1AAP,Yfh1-off respiration,M17LAP inhibition,T cell HTS,T cell HTS vesicle-bound %,Autophagy HCS,Autophagy HCS cell loss 18 h,MT stabilize HCS,MT stabilize HCS Hoechst-high %,MT stabilize HCS cytotoxicity %,WT yeast gro inh,WT yeast gro inh mutant strain
CC(C)n1cnc2c(N(C)c3ccccc3)nc(N(CCN(C)C)Cc3ccccc3)nc21,-1.1,1238,-3.7,2.2,-1.4,-4.2,12%,i,2%,i,21,/,/,/,/,/,/,/
CC(=O)c1ccc(NC(=S)NCC(c2ccco2)N2CCCC2)cc1 (stereo unspecified),4.8,986,-0.1,1.3,-0.11,0.07,0%,i,-4%,i,23,i,5,6.1,2.0,6.4,-10,3
Cn1c(=O)c(C(=O)Nc2ccccc2S(N)(=O)=O)c(O)c2ccccc21,-1.2,1167,-0.07,-0.31,-0.066,0.66,6%,i,0%,i,34,/,/,/,/,/,/,/
COc1cccc(N=Nc2c(N)[nH][nH]c2=O)c1,-1.6,511,-0.52,-0.32,-0.39,0.95,9%,i,35%,i,49,i,-2,2.5,1.9,12,-1,-4
COC(=O)c1ccc(N=Cc2c(C(F)(F)F)[nH][nH]c2=O)cc1,-0.7,1072,-0.65,-0.36,0.03,0.23,1%,i,7%,i,48,i,9,4.7,3.5,8.2,-11,12
CCOc1cc(NC(=S)NCCCN2CCOCC2)c(OCC)cc1NC(=O)CC(C)C,-0.2,1328,-0.57,-0.22,0.2,1,8%,i,7%,i,52,i,14,1.9,0.9,1.9,12,22
COc1ccccc1N(CCC#N)C(=O)CSc1ccc2c(c1)OCCO2,-2.5,776,-0.13,-0.24,0.092,0.51,-3%,i,-6%,i,18,i,16,3.2,1.4,7.1,-13,-7
CC(=O)Nc1ccc(-n2c(C)c(C(C)=O)c(C(C)=O)c2C)cc1,-0.1,1174,-1.4,-0.2,-0.42,1.1,5%,i,-3%,i,35,i,-4,4.2,2.5,12,5,-7
Cc1ccc(C)c(N(CC(N)=O)S(C)(=O)=O)c1,/,/,-0.29,-0.041,0.16,0.14,5%,i,15%,i,52,i,2,1.0,1.8,7.2,16,3
COc1ccc(NC(=O)CC2C(=O)N(c3ccc(Cl)cc3)C(=S)N2NC(=O)c2cccc(F)c2)cc1 (stereo unspecified),2.3,864,0.29,-0.32,-0.13,0.14,5%,i,18%,i,24,i,-9,0.8,1.7,5.8,7,-2
COc1cccc(-n2cnc3c(sc4nc(N5CCOCC5)c5c(c43)CCCC5)c2=O)c1,-0.9,1115,-0.58,-0.15,-0.29,-0.15,-2%,i,16%,i,58,i,0,3.3,3.1,5.3,30,-18
c1ccc(Oc2cc(-n3cccn3)ncn2)cc1,-2.4,1070,-0.12,-0.2,-0.1,0.18,7%,i,0%,i,18,i,-11,0.6,1.7,10,23,25
CC(/C=N/NC(=O)c1cccs1)=C\c1ccco1,1.9,874,0.69,-0.049,0.42,-0.27,8%,i,14%,i,47,i,4,2.4,2.5,9.7,3,-62
COc1cc(S(=O)(=O)N(Cc2ccc(C)cc2)Cc2ccco2)ccc1-n1cnnn1,/,/,0.45,-0.046,-0.08,-0.28,5%,i,9%,i,29,i,-2,1.1,1.1,6.3,2,1
CC(C)C(=O)O/N=C(\N)c1ccccn1,-2.0,986,2.1,0.21,1.3,-1.4,11%,i,1%,i,31,i,2,5.6,2.2,10,-6,3
COc1cc(/C=N/NC(=O)CNC(=O)c2ccco2)ccc1O,-1.7,1020,0.43,-0.28,0.24,-0.3,5%,i,37%,i,32,i,22,5.1,2.8,6.4,-16,-25
COCCn1c(SCc2ccc(OC)c(F)c2)nc2ccccc2c1=O,1.6,1030,1.1,-0.32,0.094,0.25,-4%,i,-8%,i,11,i,10,4.0,0.9,4.3,56,34
CCCN=CC1=C(O)CC(c2ccccc2)CC1=O (stereo unspecified),8.2,496,-0.52,0.068,-0.38,0.76,-1%,i,-5%,i,28,i,-2,3.7,2.2,2.2,-19,3
CCCCP(=O)(c1ccccn1)c1ccccn1,-6.8,851,2.6,-0.42,1,-0.94,/,/,/,/,/,i,-1,6.1,2.8,15,/,/
CC(=O)Oc1ccccc1C1OC(=O)c2ccccc2N1C(C)=O (stereo unspecified),/,/,-0.43,-0.065,0.094,0.34,4%,i,10%,i,52,i,2,1.9,2.2,32,0,-10
COc1ccc(-c2n[nH]c(=S)n2-c2ccc3c(c2)OCCO3)cc1OC,0.2,957,3.9,-0.17,1.9,-1.9,-1%,i,-5%,i,24,i,2,1.0,2.2,5.7,11,-2
O=C(Nc1ccc(CN2CCCCC2)cc1)c1c(F)c(F)c(F)c(F)c1F,0.9,1477,-1.3,-0.12,-0.31,0.61,-7%,i,-2%,i,35,i,0,1.8,0.6,2.6,-15,-2
N#C/C(=C/c1ccncc1)c1nc2ccccc2s1,0.1,1526,1.8,-0.096,0.51,-1.9,-2%,i,14%,i,46,i,-2,2.7,1.4,1.5,13,10
CCc1cc(C(=O)N2CCCC(CNC(=O)c3ccc(-c4ccccc4)cc3)C2)no1 (stereo unspecified),1.6,1074,-0.22,-0.21,-0.29,0.44,4%,i,2%,i,57,i,16,2.8,0.8,2.0,14,11
CC(=O)C1=C(C)NC(C)=C(C(C)=O)C1c1cccs1,0.1,1106,-0.29,-0.24,0.16,-0.59,2%,i,-1%,i,46,i,1,2.0,2.5,39,-4,0
N#CC1=C(N)N2C(=C(C#N)C1c1cccc(Br)c1)Nc1ccccc12 (stereo unspecified),2.1,1127,-0.26,-0.23,-0.15,0.26,4%,i,5%,i,44,i,4,1.6,0.3,11,-6,2
Cc1ccc(NC(=O)COC(=O)c2ccc(Cl)cc2)cc1S(=O)(=O)N(C)C,-2.7,1075,2.3,-0.21,3,-1,0%,i,-4%,i,26,i,-5,3.5,1.7,21,14,14
Cc1ccc(OCCn2c(=O)n(C)c3ccccc32)cc1,0.5,909,0.78,0.15,1.2,-1.5,3%,i,0%,i,65,i,-4,2.9,2.2,11,9,-6
COc1ccccc1/C=N/NC(=O)CCn1cnc2ccccc21,3.6,1128,-0.67,-0.2,-0.16,0.74,-2%,i,18%,i,37,i,7,2.6,2.8,9.0,2,13
Cc1cc(NC(=O)/C=C/c2ccc(F)cc2)n(-c2nc3ccccc3[nH]2)n1,0.7,1032,-0.59,-0.22,-0.18,0.75,9%,i,-23%,i,15,i,7,3.5,2.2,6.9,3,-18
O=C(CCl)NCCNC(=O)c1cc(OCC(F)(F)F)ccc1OCC(F)(F)F,0.7,1068,0.18,-0.31,0.36,0.73,-1%,i,-9%,i,55,i,1,9.1,2.4,5.7,0,1
COC(=O)Cn1c(=NC(=O)c2ccc(Cl)s2)sc2cc(F)ccc21,-1.2,1014,0.9,-0.23,0.62,-0.89,-2%,i,11%,i,49,i,0,2.1,3.0,8.0,11,28
O=C(NCCc1ccccc1)c1noc2c1CCc1ccccc1-2,-1.0,1408,0.31,-0.13,-0.00081,0.8,-3%,i,17%,i,45,i,15,2.5,1.1,1.3,46,38
COc1ccc(N2C(=O)C(Cl)=C(N3CCN(Cc4ccccc4)CC3)C2=O)cc1,0.0,1092,-0.72,0.14,-1.2,0.31,4%,i,-1%,/,/,i,-7,4.6,2.0,4.2,-4,1
COc1ccc(C2=NN(C(=O)c3cccs3)C(O)(C(F)(F)F)C2)cc1 (stereo unspecified),-1.4,1090,-0.2,-0.28,-0.052,0.34,7%,i,0%,i,15,i,18,1.7,0.9,1.1,14,2
CCN(Cc1ccccc1)C(=O)Cn1cc2c(n1)CCCC2,2.7,1075,-0.23,-0.18,0.13,0.21,-2%,i,7%,i,14,i,-4,3.3,2.0,6.3,5,7
Cc1cccc(OCC(O)CN2C(C)(C)CC(O)CC2(C)C)c1 (stereo unspecified),-1.1,1066,-0.71,-0.22,-0.78,0.74,-3%,i,0%,i,53,+,27*,3.6,2.7,5.8,1,13

# In a second layout: 2 of the compounds above.
mol | bCat nuc transl | bCat nuc transl cell count 5 µM | Dynein transport | Dynein transport cytoplasmic EGFP | Dynein transport nuclear GR-EGFP | Dynein transport cell count | P. falciparum M1AAP | Yfh1-off respiration | M17LAP inhibition | T cell HTS | T cell HTS vesicle-bound % | Autophagy HCS | Autophagy HCS cell loss 18 h | MT stabilize HCS | MT stabilize HCS Hoechst-high % | MT stabilize HCS cytotoxicity % | WT yeast gro inh | WT yeast gro inh mutant strain
Cc1ccc(OCCn2c(=O)n(C)c3ccccc32)cc1 | 0.5 | 909 | 0.78 | 0.15 | 1.2 | -1.5 | 3% | i | 0% | i | 65 | i | -4 | 2.9 | 2.2 | 11 | 9 | -6
COc1ccccc1/C=N/NC(=O)CCn1cnc2ccccc21 | 3.6 | 1128 | -0.67 | -0.2 | -0.16 | 0.74 | -2% | i | 18% | i | 37 | i | 7 | 2.6 | 2.8 | 9.0 | 2 | 13

# Screens deposited in PubChem by several laboratories.
